PAX8 reporter: inhibitors of PAX8-driven TPO luciferase reporter, primary screen, RMG-I cells, single concentration | SteadyGlo, 24 h | inhibition, % at 12.6 µM | actives 1.2% (n = 360,000) | AID 652154, 2013;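 active = mean replicate inhibition at least 60% with every replicate also reaching 60%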;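 also: luciferase light reporting Pax8 driven TPO promoter activity; plate controls were median of neutral control wells for no effect and mitoxantrone controls for full effect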
LGR2 antag: inhibitors of bursicon-induced LGR2 CRE-luciferase signal, primary screen, cell-based, HEK293, CRE-luciferase reporter, bursicon stimulation | Drosophila bursicon receptor LGR2 (rickets) | bursicon-stimulated, 4 h | inhibition, % at 9.99 µM | actives 0.35% (n = 380,000);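 active = drop in luminescence signal, shown as inhibition above about 50% in the replicate tests, limit read from the data, passing the limit was not always enough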;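 also: agonist challenge used bursicon conditioned medium at about half maximal strength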
Casp6 inh: human caspase-6 inhibitors, primary screen, biochemical, VEID-R110 fluorescence, single point, set 2. P55212. purified caspase-6, Z-VEID-R110 cleavage fluorescence. inhibition, % at 12.5 µM. actives 0.53% (n = 350,000);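 active = mean inhibition across replicates at least about 35%, with every replicate also reaching that limit, limit read from the data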;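 also: 0% = median of neutral control wells and 100% = no fluorescence left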
Target sequence (P55212 24-179 limits assumed): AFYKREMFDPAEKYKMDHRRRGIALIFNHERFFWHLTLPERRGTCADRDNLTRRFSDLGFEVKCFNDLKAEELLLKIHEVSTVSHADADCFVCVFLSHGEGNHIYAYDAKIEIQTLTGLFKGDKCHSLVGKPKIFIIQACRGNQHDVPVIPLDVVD
Target sequence (P55212 194-293 limits assumed): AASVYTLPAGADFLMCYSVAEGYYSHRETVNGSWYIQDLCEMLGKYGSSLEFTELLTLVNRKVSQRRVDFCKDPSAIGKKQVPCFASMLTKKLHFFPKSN
EWS-Fli block: EWS/Fli-driven NR0B1 reporter inhibitors, primary screen, A673 cells, NR0B1 luciferase, luminescence, MLPCN library. viability-normalised. AID 651661, 2012. actives 0.67% (n = 350,000). inhibition, % at 12.6 µM;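 active = mean inhibition of at least 50% after viability correction, with every replicate also passing that limit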;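 also: firefly luciferase signal divided by Alamar Blue viability fluorescence both relative to DMSO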
SIRT5 block: SIRT5 desuccinylase inhibitors, primary screen, biochemical, fluorescence imaging, single point, set 5; inhibition, % at 15 µM; NAD-dependent protein deacylase sirtuin-5, mitochondrial (Homo sapiens), Q9NXA8; actives 1.1% (n = 330,000); Purified SirT5, succinyl-peptide AMC, trypsin-coupled fluorescence; in the data active = inhibition above about 15%
Target sequence (Q9NXA8 whole entry, looked up): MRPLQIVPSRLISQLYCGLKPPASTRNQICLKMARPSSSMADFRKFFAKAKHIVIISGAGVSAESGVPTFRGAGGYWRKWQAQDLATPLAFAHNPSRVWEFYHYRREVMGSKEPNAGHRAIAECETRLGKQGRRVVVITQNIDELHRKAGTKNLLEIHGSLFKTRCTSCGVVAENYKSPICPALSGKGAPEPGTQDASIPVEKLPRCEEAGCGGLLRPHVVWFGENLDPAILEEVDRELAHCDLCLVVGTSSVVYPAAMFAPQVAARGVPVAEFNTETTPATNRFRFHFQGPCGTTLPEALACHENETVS
ARNT TACC3 PPI: disruptors of ARNT/TACC3 protein interaction, primary screen, biochemical, AlphaScreen, single concentration. Transforming acidic coiled-coil-containing protein 3 (Homo sapiens), Q9Y6A5. AlphaScreen His-ARNT PAS-B/GST-TACC3 binding, luminescence; TACC3 fragment carries E629A point mutation. inhibition, % at 9.99 µM. actives 0.66% (n = 390,000);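 active = mean inhibition of replicates at least 50% and at least half of replicates each reaching 50%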;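 also: 0% = complete ARNT plus TACC3 wells and 100% = ARNT alone without TACC3; many hits fall short of the cut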
DENV2 CPE: inhibitors of DENV2 cytopathic effect, primary screen, cell-based, plate reader, single concentration | DENV2-infected cells, cytopathic effect rescue | CPE inhibition, % at 9.99 µM | actives 1.7% (n = 350,000) | AID 651640, 2012; in the data active = CPE inhibition above about 20%, passing the limit was not always enough; tested in BHK-21 cells;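 also: 0% = median of neutral control wells and 100% = median of positive control wells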
Numbers without * were called inactive.

NC(=S)Nc1ccc2cc[nH]c2c1 was read as PAX8 reporter 7, LGR2 antag -1, Casp6 inh -2, EWS-Fli block -3, SIRT5 block 0, ARNT TACC3 PPI 9 and DENV2 CPE 0.
For COc1ccc(-c2nc3ccccn3c2/N=C/c2ccc(OC)c(OC)c2)cc1O the results were PAX8 reporter -27, LGR2 antag 0, Casp6 inh -4, EWS-Fli block -12, SIRT5 block -2, ARNT TACC3 PPI -27 and DENV2 CPE 4.
`CC(=O)N1CC2(C1)[C@H](c1ccc(-c3cccc(F)c3)cc1)[C@H](CO)N2CC1CCCC1` gave LGR2 antag -15, Casp6 inh 16, EWS-Fli block -1 and DENV2 CPE 4.
CCc1ccc(NC(=O)COC(=O)/C(=C/c2ccccc2OC)c2ccccc2)cc1 was read as PAX8 reporter 12, LGR2 antag 5, Casp6 inh -1, EWS-Fli block -1, SIRT5 block -5, ARNT TACC3 PPI 9 and DENV2 CPE 1.
`COC(=O)[C@@]12CCCN1[C@H](c1ccc(-c3ccccc3)c(OC)c1)[C@H]1C(=O)N(C)C(=O)[C@H]12` gave PAX8 reporter 10, LGR2 antag -5, Casp6 inh -2, EWS-Fli block -1, ARNT TACC3 PPI -4 and DENV2 CPE 8.
For CCOc1ccccc1C1CC(=O)Nc2cc(OC)c(OC)cc21 (stereo unspecified) the results were PAX8 reporter 13, LGR2 antag 2, Casp6 inh -4, EWS-Fli block 11, SIRT5 block 0, ARNT TACC3 PPI -8 and DENV2 CPE -4.
Screening O=C(C[C@H]1CC[C@@H]2[C@H](COC[C@H](O)CN2Cc2cc(F)ccc2F)O1)NCc1ccccc1 returned PAX8 reporter 7, LGR2 antag -11, Casp6 inh -4, EWS-Fli block 0, SIRT5 block -3, ARNT TACC3 PPI -12 and DENV2 CPE -9.
For CN(CC(=O)N1CCN(c2ncccn2)CC1)S(=O)(=O)c1ccc(Cl)cc1 the results were PAX8 reporter -17, Casp6 inh -4, EWS-Fli block -6, SIRT5 block 3 and ARNT TACC3 PPI 4.
C[C@H](CO)N1C[C@H](C)[C@H](CN(C)C(=O)Nc2cccc3ccccc23)Oc2ccc(NC(=O)CCCCCC(=O)Nc3ccccc3N)cc2CC1=O was read as PAX8 reporter 12, LGR2 antag 19, Casp6 inh 1, EWS-Fli block 10 and DENV2 CPE -9.
COc1ccccc1-c1ccc2c(c1)[C@@H]1[C@@H](CCN1S(=O)(=O)c1cccc(C)c1)[C@H](CO)N2 was read as PAX8 reporter 53, LGR2 antag -3, Casp6 inh -2, EWS-Fli block 9, SIRT5 block 8, ARNT TACC3 PPI 1 and DENV2 CPE -15.

In the list so far, two have four or more nitrogen atoms:
For CN(CC(=O)N1CCN(c2ncccn2)CC1)S(=O)(=O)c1ccc(Cl)cc1 the results were PAX8 reporter -17, Casp6 inh -4, EWS-Fli block -6, SIRT5 block 3 and ARNT TACC3 PPI 4.
C[C@H](CO)N1C[C@H](C)[C@H](CN(C)C(=O)Nc2cccc3ccccc23)Oc2ccc(NC(=O)CCCCCC(=O)Nc3ccccc3N)cc2CC1=O was read as PAX8 reporter 12, LGR2 antag 19, Casp6 inh 1, EWS-Fli block 10 and DENV2 CPE -9.

(list continues)
`CO[C@H]1CN(C)C(=O)c2cc(NC(=O)C3CC3)ccc2OC[C@@H](C)N(CCC(F)(F)F)C[C@H]1C` gave PAX8 reporter 11, LGR2 antag 13, Casp6 inh -1, EWS-Fli block 6, SIRT5 block -1, ARNT TACC3 PPI -3 and DENV2 CPE -3.
For COc1cccc(CN(C)Cc2nc(C3CC3)no2)c1 the results were PAX8 reporter -8, LGR2 antag 25, Casp6 inh 0, EWS-Fli block -2, SIRT5 block -1 and ARNT TACC3 PPI 33.
For COc1cc2c(cc1OC)CC(=O)NC=C2 the results were PAX8 reporter -11, LGR2 antag -1, Casp6 inh 6, EWS-Fli block 0, SIRT5 block -4, ARNT TACC3 PPI 32 and DENV2 CPE -1.
Screening CCSc1nnc(-c2ccc(S(=O)(=O)N3CCOCC3)cc2)n1C returned PAX8 reporter -3, LGR2 antag -3, Casp6 inh 2, SIRT5 block -5, ARNT TACC3 PPI -2 and DENV2 CPE 4.
C[C@H]1CN([C@@H](C)CO)C(=O)c2cc(C#CC3CCCC3)cnc2O[C@@H]1CN(C)C(=O)C1CCCCC1 was read as PAX8 reporter 1, LGR2 antag -7, Casp6 inh -1, EWS-Fli block -3, SIRT5 block 13, ARNT TACC3 PPI 0 and DENV2 CPE -2.
CCCC[n+]1ccn(-c2nc3ccccc3nc2[N-]S(=O)(=O)c2cccs2)c1 was read as PAX8 reporter 8, LGR2 antag 5, Casp6 inh 3, EWS-Fli block 1, SIRT5 block -1, ARNT TACC3 PPI 0 and DENV2 CPE 0.
`CSc1nnc(N2C(=O)C(O)=C(C(=O)c3ccco3)C2c2ccccc2F)s1` (stereo unspecified) gave PAX8 reporter -20, LGR2 antag 1, Casp6 inh 3, EWS-Fli block 1, SIRT5 block 4, ARNT TACC3 PPI 9 and DENV2 CPE -1.
`O=C(Nc1ccc(N2CCOCC2)cc1)c1ccccc1SCC(=O)N1CCCC1` gave PAX8 reporter 3, LGR2 antag 0, Casp6 inh 7, EWS-Fli block -4, SIRT5 block 1, ARNT TACC3 PPI -19 and DENV2 CPE 0.
For CC1(C(=O)NS(=O)(=O)c2ccc(F)cc2F)CCN1C(=O)CC1CC1 (stereo unspecified) the results were PAX8 reporter -12, LGR2 antag -9, Casp6 inh 3, EWS-Fli block 1, SIRT5 block -4 and DENV2 CPE 19.
For O=C(Nc1ccnn1C1CCN(CC2CC=CCC2)CC1)c1ccccc1 (stereo unspecified) the results were PAX8 reporter 4, LGR2 antag 3, Casp6 inh 4, SIRT5 block -2, ARNT TACC3 PPI 2 and DENV2 CPE -1.
`O=C(Nc1cccnc1)c1cc(-c2ccc(Cl)c(Cl)c2)on1` gave PAX8 reporter -14, LGR2 antag -28, Casp6 inh -2, EWS-Fli block -83, SIRT5 block 1 and DENV2 CPE 3.
Cn1c(CC(=O)Nc2ccccc2Cl)nnc1SCC(=O)NC1CCCCC1 was read as PAX8 reporter 12, LGR2 antag -7, Casp6 inh -5, EWS-Fli block 7, SIRT5 block -1, ARNT TACC3 PPI -8 and DENV2 CPE 4.
`O=C(O)c1ccc2c3c(cccc13)C(=O)N(OS(=O)(=O)c1ccccc1)C2=O` gave PAX8 reporter -7, LGR2 antag 10, Casp6 inh 14, EWS-Fli block 3, SIRT5 block 0, ARNT TACC3 PPI 67* and DENV2 CPE 20.
`Cc1ccc(S(=O)(=O)N(C)C[C@H]2Oc3ccc(NC(=O)NC4CCCCC4)cc3CC(=O)N([C@H](C)CO)C[C@H]2C)cc1` gave PAX8 reporter 6, LGR2 antag 14, Casp6 inh 2, EWS-Fli block 4, SIRT5 block 2, ARNT TACC3 PPI 0 and DENV2 CPE -3.
CC(C)NC(=O)N(C)C[C@@H]1Oc2ccc(NS(=O)(=O)c3ccccc3)cc2CC(=O)N([C@@H](C)CO)C[C@H]1C was read as PAX8 reporter -8, LGR2 antag -5, Casp6 inh -4, EWS-Fli block 5, SIRT5 block 6, ARNT TACC3 PPI -6 and DENV2 CPE -3.
Screening C#CCNC(=O)C[C@@H]1C[C@@]2(C(=O)OCC)CCCC=C2N(Cc2ccccc2)C1=O returned PAX8 reporter -19, LGR2 antag -20, Casp6 inh 0, EWS-Fli block 0, SIRT5 block -2 and DENV2 CPE -6.
Screening C[C@@H]1CN([C@H](C)CO)C(=O)c2cc(C#Cc3cccnc3)cnc2O[C@H]1CN(C)Cc1cccnc1 returned LGR2 antag 4, Casp6 inh -1, EWS-Fli block -7, SIRT5 block 0, ARNT TACC3 PPI 5 and DENV2 CPE 4.
`COc1cc(-c2cc(N3C(=O)Nc4ccccc4N3O)n[nH]2)cc(OC)c1OC` gave PAX8 reporter -5, LGR2 antag 5 and ARNT TACC3 PPI 6.
COc1ccc(N(CC(=O)N2CCN(c3cccc(C)c3)C(C)C2)S(=O)(=O)c2c(C)n[nH]c2C)cc1 (stereo unspecified) was read as PAX8 reporter 21, LGR2 antag 17, Casp6 inh 5, EWS-Fli block -6, SIRT5 block -3, ARNT TACC3 PPI 9 and DENV2 CPE -5.
Screening CCOC(=O)N1CN(C(=O)OCC)CN(C(=O)OCC)C1 returned PAX8 reporter 4, LGR2 antag 1, Casp6 inh 1, EWS-Fli block 5, SIRT5 block 5, ARNT TACC3 PPI 18 and DENV2 CPE 0.

Overlap with the part before: two compounds; new compounds follow.
COc1ccc(N(CC(=O)N2CCN(c3cccc(C)c3)C(C)C2)S(=O)(=O)c2c(C)n[nH]c2C)cc1 (stereo unspecified) was read as PAX8 reporter 21, LGR2 antag 17, Casp6 inh 5, EWS-Fli block -6, SIRT5 block -3, ARNT TACC3 PPI 9 and DENV2 CPE -5.
Screening CCOC(=O)N1CN(C(=O)OCC)CN(C(=O)OCC)C1 returned PAX8 reporter 4, LGR2 antag 1, Casp6 inh 1, EWS-Fli block 5, SIRT5 block 5, ARNT TACC3 PPI 18 and DENV2 CPE 0.
For C[C@H](CO)N1C[C@H](C)[C@@H](CN(C)C(=O)C2CC2)Oc2ncc(C#Cc3ccccc3)cc2C1=O the results were LGR2 antag -5, Casp6 inh -5, EWS-Fli block -11, SIRT5 block 1, ARNT TACC3 PPI -21 and DENV2 CPE 5.
CCCCCn1nc(C(=O)N(CC)c2c(N)n(CCCC)c(=O)[nH]c2=O)c2ccccc2c1=O was read as PAX8 reporter 18, LGR2 antag -1, Casp6 inh -1, EWS-Fli block 4, SIRT5 block -4, ARNT TACC3 PPI -5 and DENV2 CPE -5.
For Cc1ccc(S(=O)(=O)Oc2ccc(/C=C(/NC(=O)c3ccccc3)C(=O)NCCC(=O)O)cc2)cc1 the results were PAX8 reporter -14, LGR2 antag -15, Casp6 inh 3, EWS-Fli block 4, SIRT5 block -1, ARNT TACC3 PPI 0 and DENV2 CPE 2.
For Cc1cccc(-c2nc(CS(=O)CC(=O)NCC3CCCO3)c(C)o2)c1 (stereo unspecified) the results were PAX8 reporter -7, Casp6 inh 0, EWS-Fli block 2, SIRT5 block -1, ARNT TACC3 PPI -1 and DENV2 CPE -6.
For COC(=O)[C@H]1[C@H](CO)[C@H]2Cn3c(ccc(C4=CCCC4)c3=O)[C@H]2N1C(=O)Cc1cccnc1 the results were PAX8 reporter -6, LGR2 antag 25, Casp6 inh 0, EWS-Fli block -7, SIRT5 block -7, ARNT TACC3 PPI -1 and DENV2 CPE 4.
Screening Cc1nc2ccc(NC(=O)Cc3cccc(F)c3)cc2s1 returned PAX8 reporter -8, LGR2 antag -2, Casp6 inh 1, EWS-Fli block -1, SIRT5 block 0, ARNT TACC3 PPI -8 and DENV2 CPE -7.
For Cc1ccc(NCc2nnc(SCC(=O)NCCc3ccccc3)n2C)cc1 the results were LGR2 antag -2, Casp6 inh -1, EWS-Fli block 0, SIRT5 block 0, ARNT TACC3 PPI -6 and DENV2 CPE -3.
Cc1cccc(-n2ncc3c(NCCc4ccc(S(N)(=O)=O)cc4)ncnc32)c1 was read as PAX8 reporter -5, LGR2 antag -7, Casp6 inh 1, EWS-Fli block -37, SIRT5 block -2, ARNT TACC3 PPI 11 and DENV2 CPE 0.
CCS(=O)(=O)Nc1ccc2c(c1)C(=O)N(C)[C@@H]1CC[C@H](CC(=O)Nc3ccccc3)O[C@@H]1CO2 was read as PAX8 reporter 2, LGR2 antag -3, Casp6 inh -2, EWS-Fli block -2, SIRT5 block 2, ARNT TACC3 PPI -7 and DENV2 CPE 0.
For COc1cc2cc(C(c3nnnn3C3CCCC3)N3CCc4ccccc43)c(=O)[nH]c2cc1OC (stereo unspecified) the results were Casp6 inh 7, EWS-Fli block 20, SIRT5 block -5 and ARNT TACC3 PPI 4.
`C[C@@H]1CN([C@H](C)CO)C(=O)c2cc(NC(=O)CCCCCC(=O)Nc3ccccc3N)ccc2O[C@@H]1CN(C)C(=O)NC1CCCCC1` gave PAX8 reporter 2, LGR2 antag -13, Casp6 inh 1, EWS-Fli block 4, SIRT5 block -8 and DENV2 CPE -3.
